# C2C12 statin: suppressors of simvastatin-induced myotoxicity in C2C12 myotubes | ATP luminescence, 48 h; scaled: DMSO 0, geranylgeraniol control 100 | rescue of ATP level, % at 7.49 µM | 0.78% of 330,000 active | AID 602340;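 active means mean ATP rescue above about 67%, or every replicate alone reaching that limit, limit read from the data, passing the limit was not always enough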;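 further: myotubes were challenged with 10 µM simvastatin during compound exposure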
# LGR2 inh: Drosophila LGR2 receptor signaling inhibition. HEK293 LGR2, CRE-luciferase, bursicon-stimulated, 4 h. inhibition, % at 9.99 µM. 0.35% of 380,000 active;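 active means drop in luminescence signal, shown as inhibition above about 50% in the replicate tests, limit read from the data, passing the limit was not always enough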;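 further: agonist challenge used bursicon conditioned medium at about half maximal strength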
# Cneo AK release: Cryptococcus neoformans lysis via adenylate kinase release | 0.2% of 360,000 active | C. neoformans lysis, adenylate kinase release luminescence, 4 h; normalised: neutral wells 0, clomiphene wells 100 | lysis activity, % at 15 µM;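 active means mean lysis activity across replicates of at least 80%, whatever share of replicates individually reach that level; inactive means mean lysis activity below 80%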
#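 Material: C. neoformans cells | Amount: Yeast cell density of 5 × 10^6 cells/mL | Medium: Fresh YPD growth medium | Dosing: Single dose | Times: Static 4 h at 37 °C with compound, 1 h detection | Detection: AK luminescence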
# PGC1a acetyl inh: PGC1a acetylation modulation, inhibitor mode. inhibition, % at 15.6 µM. 0.17% of 350,000 active. U2OS PGC1a acetylation, AlphaScreen anti-acetyl-lysine; with virally co-expressed GCN5 acetyltransferase. AID 651687;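 active means every replicate shows inhibition of at least 40%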;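 further: 0% = neutral control wells and 100% = positive control wells; some results beyond the cut were filed as inactive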
# S100A4 inh HTS: inhibitors of human S100A4 binding to myosin IIA peptide | P26447 | S100A4/TAMRA-MyoIIA peptide fluorescence polarization | inhibition, % at 10.7 µM | 0.14% of 360,000 active | AID 652163;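 active means mean inhibition of at least 70% across replicates, with every replicate also reaching that level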
# Target sequence (P26447 whole entry, looked up): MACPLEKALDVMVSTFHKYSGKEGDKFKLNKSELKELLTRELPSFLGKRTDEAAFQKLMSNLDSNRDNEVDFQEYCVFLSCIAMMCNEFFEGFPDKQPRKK
#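 Material: human S100A4 monomer with TAMRA-labelled myosin IIA peptide; buffer or medium: HEPES pH 7.2 with CaCl2, KCl, NaCl, DTT, Triton; compound dosing: one concentration per compound; schedule: 5 min incubation before reading; benchmarks: neutral control DMSO, positive control TFP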
# Xi reactivation: X-chromosome reactivation activator; XiGFP mouse fibroblasts, % GFP-positive cells imaging, 3 d; cells co-treated with 5-aza-dC sensitizer; scaled so ellipticine positive control = 100%; activation, % at 7.58 µM; 0.055% of 360,000 active; AID 743238;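 active means mean normalized replicate activation at least 10% and every replicate at or above 10%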;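 further: 0% = median of on-plate neutral control wells and 100% = ellipticine 6 µM median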
#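 Material: SV40-immortalized XiGFP fibroblast cells, line 68-5-11 | Buffer or medium: DMEM containing 5-aza-dC | Dosing: One concentration, pinned | Times: 3 d treatment, 15 min room-temperature fixation | Controls: Ellipticine 6 µM positive control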
# SIRT5 block: sirtuin-5 (human) deacylase inhibition. Purified SirT5, succinyl-peptide AMC, trypsin-coupled fluorescence. Q9NXA8. inhibition, % at 15 µM. 1.1% of 330,000 active; in the data active means inhibition above about 15%
# Target sequence (Q9NXA8 whole entry, looked up): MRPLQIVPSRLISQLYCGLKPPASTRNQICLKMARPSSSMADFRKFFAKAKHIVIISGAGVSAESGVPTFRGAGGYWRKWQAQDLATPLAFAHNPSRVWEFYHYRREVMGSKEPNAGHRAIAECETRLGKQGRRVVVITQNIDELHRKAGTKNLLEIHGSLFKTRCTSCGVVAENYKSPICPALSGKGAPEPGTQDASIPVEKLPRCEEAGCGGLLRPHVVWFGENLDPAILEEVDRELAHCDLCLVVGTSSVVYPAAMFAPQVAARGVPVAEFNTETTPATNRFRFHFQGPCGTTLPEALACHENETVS
# ERAP1 HTS inh: blocks human ERAP1 aminopeptidase activity | recombinant ERAP1, Leu-AMC fluorescence, 60 min | inhibition, % at 10.7 µM | 0.15% of 340,000 active | AID 652197;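 active means mean replicate inhibition of at least 30%, or all replicates individually reaching that 30% level; inactive means mean below 30% and not every replicate reaching it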;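 further: 0% = neutral control wells and 100% = L-leucinethiol positive control wells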
# The depositor's hits bear a star; / = no result given. Not all compounds are listed. The share of hits here may be higher or lower than overall.
no. | molecule | C2C12 statin | LGR2 inh | Cneo AK release | PGC1a acetyl inh | S100A4 inh HTS | Xi reactivation | SIRT5 block | ERAP1 HTS inh
1 | Cc1c(CCN)ccc2c1[nH]c1ccccc12 | 1.4 | -6.9 | -0.3 | -5.1 | -0.1 | 0.1 | -4.7 | -3.6
2 | Cn1cccc1/C=C1/C(=O)NC(=O)N(Cc2ccccc2)C1=O | / | 39.2 | / | / | -1.6 | 0.0 | / | 7.2
3 | O=C1NCN(c2ccccc2)C12CCN(C(c1cccs1)c1nnnn1C1CCCC1)CC2 (stereo unspecified) | 7.9 | -3.4 | 0.7 | -13.2 | 3.6 | 0.0 | -1.5 | /
4 | CC(N)C(=O)c1ccco1 (stereo unspecified) | -9.6 | 30.0 | 0.3 | -2.8 | / | / | / | /
5 | CC12CC(=O)C3C(CCC4CC(=O)C=CC43C)C1CCC2=O (stereo unspecified) | -6.7 | 14.5 | / | / | -1.5 | 0.2 | -1.4 | 4.4
6 | CCCCCn1c(=O)c(C(=O)NCc2ccco2)c(O)c2ccccc21 | / | 22.3 | / | -2.7 | -4.1 | -0.1 | -0.4 | -1.8
7 | CCN1[C@@H]2Cn3c(ccc(-c4cccc(OC)c4)c3=O)[C@H]1[C@@H](C(=O)OC)[C@@H]2CO | -6.8 | 6.6 | -1.5 | / | -8.5 | 0.0 | -5.1 | 0.6
8 | CC(C)(C)C(=O)N1Cc2ccccc2-n2nncc2C1 | 2.1 | 8.0 | 0.8 | -5.9 | 1.9 | 0.0 | -1.3 | /
9 | Cc1ccc(C2=CCNCC2)cc1 | 5.0 | 3.5 | 2.9 | -2.9 | -5.3 | 0.0 | -4.3 | -2.9
10 | O=C1NC(=O)N(Cc2ccco2)C(=O)/C1=C\c1ccc(-c2ccc(F)cc2)o1 | / | 12.0 | 0.3 | -7.3 | 16.0 | 0.0 | 5.9 | -1.7
11 | OC1(c2ccccc2)CCNC2CCCCC21 (stereo unspecified) | -3.8 | 5.4 | -1.2 | -7.4 | -0.8 | 0.0 | 3.3 | 0.0
12 | C#CCN1CCN(c2ccc(F)cc2)CC1 | / | 0.4 | / | / | -1.9 | 0.1 | 2.5 | -5.8

# Next part.
no. | molecule | C2C12 statin | LGR2 inh | Cneo AK release | PGC1a acetyl inh | S100A4 inh HTS | Xi reactivation | SIRT5 block | ERAP1 HTS inh
13 | COC(=O)C1=CO[C@H](C)[C@H]2CN3CC[C@@]4(C(=O)Nc5ccccc54)[C@@H]3C[C@H]12 | 10.5 | 4.4 | -0.8 | -5.6 | 9.5 | / | / | /
14 | C=C(CO)CC1CC(O)[C@]2(C)OC3CC4OC5C[C@]6(C)O[C@]7(C)CCC8OC9C[C@]%10(C)OC%11C(C)=CC(=O)OC%11CC%10OC9C[C@@H](C)C8OC7CC6O[C@]5(C)C/C=C\C4OC3CC2O1 (stereo partly specified) | -5.1 | 8.4 | -2.4 | 8.4 | 0.3 | 0.0 | -2.7 | -2.4
15 | Cc1cccc(CCNCc2cc3cccc(C)c3[nH]c2=O)c1 | -3.7 | -12.0 | -3.2 | / | -11.9 | 0.0 | 1.7 | 1.2
16 | CC12CCC3C(CCC4C/C(=N/O)CCC43C)C1CCC2O (stereo unspecified) | / | 4.1 | / | / | -3.3 | 0.1 | -1.1 | 3.0
17 | CCOC(=O)[C@]12Cc3cc(C)ccc3[C@H]1N(C1CCCCC1)C(=O)c1ccccc12 | / | 64.4* | / | / | -0.1 | 0.1 | 3.1 | -6.9
18 | CCOC(=O)c1[nH]c(C)c(C(=O)N2CCC3(CC2)OCCO3)c1C | 2.1 | 4.7 | -0.6 | -5.2 | / | / | / | /
19 | C=CP(=O)(O)c1ccccc1 | 25.7 | -2.7 | -0.3 | -0.2 | / | / | / | /
20 | CN1CCC2(CC1)CC(NC=O)c1ccccc1O2 (stereo unspecified) | / | 6.1 | / | -2.4 | 1.3 | 0.0 | -2.5 | -1.2
21 | CCN(CC)c1ccc(/C=C2\C(=O)NC(=O)N(CC3CCCO3)C2=O)cc1 (stereo unspecified) | 0.4 | 9.3 | -0.3 | / | -69.3 | 0.0 | 1.6 | 2.4
22 | CCOC(=O)[C@]12Cc3c(cc(OC)c(OC)c3OC)[C@H]1N(CCC(=O)OC)C(=O)c1ccccc12 | / | 36.9 | / | / | -1.4 | 0.2 | -4.5 | -5.9
23 | CC(=O)[C@@]1(O)CC[C@H]2[C@@H]3CC=C4C[C@@H](O)CC[C@]4(C)[C@H]3CC[C@@]21C | -3.0 | 4.1 | 1.2 | 19.8 | 1.0 | 0.0 | -8.3 | -2.6
24 | COc1cc2c(cc1O)[C@@H]1Cc3ccc(OC)c(O)c3CN1CC2 | -37.3 | -3.3 | -1.1 | -10.4 | 10.0 | -0.1 | -0.2 | 2.5

# Remaining list, next part:
no. | molecule | C2C12 statin | LGR2 inh | Cneo AK release | PGC1a acetyl inh | S100A4 inh HTS | Xi reactivation | SIRT5 block | ERAP1 HTS inh
25 | COc1ccc2c(c1O)[C@]13CCN(C)[C@H](C2)[C@@H]1CCC(=O)C3 | / | 13.3 | / | -12.1 | -1.6 | -0.1 | 0.7 | -0.9
26 | CN1C2CCC1CC(=NO)C2 | 11.0 | -1.0 | 3.1 | -1.7 | -8.9 | / | 1.7 | -1.0
27 | Cc1cc(C(=O)NP(=O)(N2CCOCC2)N2CCOCC2)c(C)n1C1CC1 | / | -16.2 | / | / | -2.4 | 0.0 | 4.5 | -6.4
28 | CC1=C(C(=O)O)N2C(=O)C(NC(=O)Cc3ccccc3)C2SC1 (stereo unspecified) | -12.3 | 6.6 | 0.7 | -12.5 | -1.9 | / | -1.1 | /
29 | COc1ccccc1N1CCN(Cc2cccc(OC)c2O)CC1 | 11.9 | 1.0 | -0.2 | 4.4 | -0.7 | / | 1.0 | -4.2
30 | Cc1c(C=O)c2ccccc2n1Cc1ccccc1 | 35.3 | -7.9 | 0.9 | / | -4.2 | 0.0 | 6.5 | -4.9
31 | C[C@]12CCC(=O)C=C1CC[C@@H]1C2[C@H](O)C[C@]2(C)C(=O)CCC12 (stereo partly specified) | 3.0 | -17.4 | 0.6 | -2.7 | -7.5 | 0.0 | -5.4 | -3.4
32 | COc1ccc(OCC(=O)N2CCN(Cc3ccc(SC)cc3)CC2)cc1 | -4.7 | 18.7 | -0.6 | / | 9.0 | -0.2 | -5.2 | 3.0
33 | COc1ccc(-n2nnnc2C(c2ccccc2OC(F)(F)F)N2CCC(n3c(=O)[nH]c4ccccc43)CC2)cc1 (stereo unspecified) | -7.3 | 36.8 | 8.3 | -11.6 | -4.9 | 0.0 | 2.1 | /
34 | Cc1ccc(-c2cc(-c3ccccc3)cc(-c3ccccc3)[n+]2-c2ccccc2)cc1 | -273.1 | -1.9 | -18.7 | -23.2 | -4.9 | -0.3 | / | /
35 | COc1ccccc1/C=C1\C(=O)NC(=S)N(c2ccccc2)C1=O | -0.6 | -4.5 | -0.1 | -1.8 | -23.8 | -0.1 | 3.2 | 16.4
36 | O=c1[nH]c(=S)n(C2CC2)c(O)c1C=Nc1ccc2c(c1)OCO2 | / | -6.2 | / | / | -2.6 | 0.1 | -0.5 | 7.5

# Carrying on:
no. | molecule | C2C12 statin | LGR2 inh | Cneo AK release | PGC1a acetyl inh | S100A4 inh HTS | Xi reactivation | SIRT5 block | ERAP1 HTS inh
37 | CN1C(=O)C(=Cc2sc(=O)n(-c3ccccc3)c2N2CCCCC2)C(=O)N(C)C1=O | / | 6.7 | -0.4 | -5.0 | -7.7 | -0.1 | -1.7 | /
38 | COc1cc(/C=N/n2cnnc2)ccc1OC(=O)N(C)C | 1.0 | 15.5 | / | / | -0.4 | / | 0.7 | 2.1
39 | CNC(=O)Nc1ccc(C(O)(C(=O)OC)C(F)(F)F)cc1 (stereo unspecified) | 2.8 | -10.1 | 4.7 | 8.4 | 7.7 | 0.4 | -3.0 | 9.5
40 | O=C(NC1CCCCC1)N1Cc2cc(N3CCOCC3)ccc2-n2nncc2C1 | 4.6 | 1.9 | 0.7 | 13.8 | -1.7 | 0.0 | -0.5 | 1.8
41 | COC(=O)C1=C(c2ccc(S(C)(=O)=O)cc2)C[C@@H]2CC[C@H]1N2C(=O)NCc1ccc(C(F)(F)F)cc1 | 6.5 | 8.4 | -0.8 | -1.7 | / | 0.0 | / | /
42 | O=C(NCCN1CCC2(CC1)C(=O)NCN2c1cccc(F)c1)c1ccc2ccccc2c1 | / | 18.4 | / | / | -3.1 | -0.2 | 0.2 | -6.4
43 | O=C(c1cc([N+](=O)[O-])ccc1N1CCNCC1)N1CCOCC1 | / | -4.3 | 0.8 | 4.6 | -1.7 | 0.0 | / | 0.6
44 | O=C(Nc1cccc(Cl)c1)OCC#CCN1CCCC1 | / | -54.4 | / | / | 0.1 | 0.1 | -10.9 | -2.9
45 | CCOP(=S)(NN(Cc1ccccc1)C(=O)c1ccccc1)OCC | / | 18.0 | / | / | -3.5 | 0.0 | -1.7 | -1.4
46 | COc1ccc2nc(-c3ccc(CN4CCC(n5c(=O)[nH]c6cc(Cl)ccc65)CC4)cc3)c(-c3ccccc3)nc2c1 | / | -2.6 | / | / | -3.4 | -0.2 | 5.2 | -1.4
47 | CCOC(=O)c1ccc(N=C(CC)c2c(O)n(C)c(=O)n(C)c2=O)cc1 | / | -3.0 | / | / | -9.1 | 0.1 | 2.0 | /
48 | O=C(Cn1ncc2c3ccccc3n(Cc3cccc(Cl)c3)c2c1=O)N1CCC2(CC1)OCCO2 | 19.9 | -8.0 | 0.0 | / | -2.1 | / | -3.1 | 0.6
49 | O=C(Cc1cccnc1)N1CCCCN2[C@H](CO)[C@@H](c3ccc(C#CC4(O)CCCC4)cc3)[C@H]2C1 | 4.3 | 15.2 | -6.2 | 23.8 | 45.7 | 0.0 | -0.5 | 3.0

# Profiles, quoted from the list. Values in the order: C2C12 statin, LGR2 inh, Cneo AK release, PGC1a acetyl inh, S100A4 inh HTS, Xi reactivation, SIRT5 block, ERAP1 HTS inh
# Results for COc1cc(/C=N/n2cnnc2)ccc1OC(=O)N(C)C : 1.0, 15.5, /, /, -0.4, /, 0.7, 2.1
# Results for CNC(=O)Nc1ccc(C(O)(C(=O)OC)C(F)(F)F)cc1 (stereo unspecified) : 2.8, -10.1, 4.7, 8.4, 7.7, 0.4, -3.0, 9.5
# Results for CCOC(=O)c1ccc(N=C(CC)c2c(O)n(C)c(=O)n(C)c2=O)cc1 : /, -3.0, /, /, -9.1, 0.1, 2.0, /

# 2 of the compounds above, with each value named.
39. CNC(=O)Nc1ccc(C(O)(C(=O)OC)C(F)(F)F)cc1 (stereo unspecified)
  C2C12 statin = 2.8 | LGR2 inh = -10.1 | Cneo AK release = 4.7 | PGC1a acetyl inh = 8.4 | S100A4 inh HTS = 7.7 | Xi reactivation = 0.4 | SIRT5 block = -3.0 | ERAP1 HTS inh = 9.5
44. O=C(Nc1cccc(Cl)c1)OCC#CCN1CCCC1
  C2C12 statin = / | LGR2 inh = -54.4 | Cneo AK release = / | PGC1a acetyl inh = / | S100A4 inh HTS = 0.1 | Xi reactivation = 0.1 | SIRT5 block = -10.9 | ERAP1 HTS inh = -2.9

# Bioassay records deposited in PubChem by Broad Institute.
